# Screening results deposited in PubChem BioAssay by National Center for Advancing Translational Sciences (NCATS).
# p53null 39C kill – qHTS Screen for Compounds that Selectively Target Cancer Cells with p53 Mutations: Cytotoxicity of p53 Null Cells at the Nonpermissive Temperature; H1299 p53-null (neo) cells, 39C, ATPlite viability, 24 h; Potency, µM (highest dose often 46.1 µM), without a hit: top-dose activity, negative = cell killing, most hits filed as cytotoxic; 55,000 tested, 0.97% active;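 further: potency means the concentration at half of the fitted maximal effect; 0% = DMSO only and -100% = full killing by 100 µM tamoxifen; nearly all actives have a fitted effect of over 50% in size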
#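 Following overnight plating at 37C (600 cells/well), H1299-neo or H1299-p53A138V cells are dosed up to 46 uM. Incubation lasts 24 hr at 39C before ATP detection.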
# NTMT1 inhibitor – Primary qHTS for Inhibitors of N-terminal methyltransferase 1 (NTMT1): MTaseGlo Assay; AID 1645870, 2021; 59,000 tested, 2.5% active; NTMT1 MTase-Glo SAH luminescence, purified enzyme; N-terminal Xaa-Pro-Lys N-methyltransferase 1 (Homo sapiens), Q9BV86; Potency, µM (top dose mostly 114 µM), inactives show at the top dose activity change, negative = inhibition, hits mostly inhibitors;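 further: potency means the concentration at half of the fitted maximal effect; plate controls were DMSO vehicle for no effect and no enzyme for full effect; nearly all actives have a fitted effect of over 65% in size; many of its hits are not listed in these tables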
# Target sequence (Q9BV86 whole entry, looked up): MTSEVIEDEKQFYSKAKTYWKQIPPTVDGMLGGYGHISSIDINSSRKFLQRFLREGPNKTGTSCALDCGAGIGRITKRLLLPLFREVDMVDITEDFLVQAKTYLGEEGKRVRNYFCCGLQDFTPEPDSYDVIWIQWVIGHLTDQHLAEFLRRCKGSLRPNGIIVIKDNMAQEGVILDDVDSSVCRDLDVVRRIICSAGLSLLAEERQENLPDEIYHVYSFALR
# GALK inh – qHTS Assay for Inhibitors of Human Galactokinase (GALK): NCGC Sytravon Library Screen; recombinant GALK, Kinase-Glo ATP luminescence, 1 h; AID 1347072, 2019; Potency, µM (series often up to 57.5 µM), inactives show at the highest dose activity, negative = inhibition, actives largely listed as inhibitors; 44,000 tested, under 10 active; P51570;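 further: plate controls were full GALK reaction for no effect and reaction lacking GALK for full effect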
#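 Compounds were pinned into ATP buffer, then GALK-galactose mix was added (final 5 nM enzyme, 35 uM ATP, 100 uM galactose, pH 8.0). After 1 h at room temperature, Kinase-Glo Plus was added and luminescence read.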
# FH mod – Identification of activators of human fumarate hydratase by quantitative high-throughput screening. Fumarate hydratase, mitochondrial (Homo sapiens), P07954. FH coupled MDH/diaphorase resazurin fluorescence, 15 min. Potency, µM (doses to about 79.9 µM), for inactives: at the top dose activity change, negative = inhibition, actives largely listed as inhibitors. 54,000 tested, 0.22% active. AID 1347055, 2019; further: potency means the concentration at half of the fitted maximal effect; on the % scale 0 is the no-effect control and ±100 the full control effect; the screen sought activators but most active calls are inhibition curves; nearly all actives have a fitted effect of over 45% in size
# p53null 32C tox – qHTS Screen for Compounds that Selectively Target Cancer Cells with p53 Mutations: Cytotoxicity of p53 Null Cells at the Permissive Temperature; Potency, µM (series often up to 46.1 µM), inactives show top-dose activity change, negative = cytotoxicity, actives largely listed as cytotoxic; H1299-neo p53 null cells, ATP luminescence, 24 h, 32C; 55,000 tested, 0.62% active; AID 903, 2007;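 further: potency means the concentration at half of the fitted maximal effect; 0% = DMSO only and -100% = full killing by 100 µM tamoxifen; nearly all actives have a fitted effect of over 55% in size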
#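 Luminescent ATP readout gave cell viability of p53-null H1299-neo cells after a 24 h compound exposure at the permissive 32C. Titrations ran up to 46 uM, and AC50s were fitted with the standard Hill equation.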
# B2AR arrestin ag – qHTS assay of beta-arrestin-biased ligands of beta2-adrenergic receptor: NCGC Sytravon Library Screen; Beta-2 adrenergic receptor (Homo sapiens), P07550; HTLA Tango cells, beta-arrestin recruitment, luciferase luminescence, 18 h; Potency, µM (highest dose often 46.1 µM), without a hit: at the top dose activation, usual class: activators; 44,000 tested, under 10 active; AID 1347077, 2019;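 further: potency means the concentration at half of the fitted maximal effect; 0% = DMSO and full agonism = EC100 isoproterenol or metaproterenol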
# Target sequence (P07550 whole entry, looked up): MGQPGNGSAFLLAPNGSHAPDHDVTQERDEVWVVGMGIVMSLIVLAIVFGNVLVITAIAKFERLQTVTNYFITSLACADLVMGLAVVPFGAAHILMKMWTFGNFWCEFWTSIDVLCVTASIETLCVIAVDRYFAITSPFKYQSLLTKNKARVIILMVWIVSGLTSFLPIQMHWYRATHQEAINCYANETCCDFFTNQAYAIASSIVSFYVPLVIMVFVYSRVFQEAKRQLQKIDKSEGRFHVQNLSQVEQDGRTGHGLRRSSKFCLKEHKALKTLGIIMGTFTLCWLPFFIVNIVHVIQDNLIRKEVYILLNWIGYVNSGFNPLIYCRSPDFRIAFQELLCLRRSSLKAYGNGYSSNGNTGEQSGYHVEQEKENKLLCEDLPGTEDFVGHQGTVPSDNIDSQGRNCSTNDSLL
#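 Luminescence read-out: arrestin recruitment to recombinant beta2-AR releases tTA, inducing luciferase. Cells exposed 18 hr at 37 degrees C to up to 46 microM compound; %Activity from corrected signal, concentration-response curves classified by r2, magnitude and efficacy.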
# TSG101-PTAP inh – qHTS Validation Assay for Inhibitors of HIV-1 Budding by Blocking the Interaction of PTAP/TSG101: Sytravon Library Screen | Tumor susceptibility gene 101 protein (Homo sapiens), Q99816 | Fluorescence polarization, FITC-PTAP peptide/Tsg101, 20 min | Potency, µM (titrated, usually from 115 µM), without a hit: top-dose activity change, negative = inhibition, actives largely listed as inhibitors | 44,000 tested, under 10 active | AID 1347069, 2019; further: potency means the concentration at half of the fitted maximal effect; 0% is about no effect
# Target sequence (Q99816 whole entry, looked up): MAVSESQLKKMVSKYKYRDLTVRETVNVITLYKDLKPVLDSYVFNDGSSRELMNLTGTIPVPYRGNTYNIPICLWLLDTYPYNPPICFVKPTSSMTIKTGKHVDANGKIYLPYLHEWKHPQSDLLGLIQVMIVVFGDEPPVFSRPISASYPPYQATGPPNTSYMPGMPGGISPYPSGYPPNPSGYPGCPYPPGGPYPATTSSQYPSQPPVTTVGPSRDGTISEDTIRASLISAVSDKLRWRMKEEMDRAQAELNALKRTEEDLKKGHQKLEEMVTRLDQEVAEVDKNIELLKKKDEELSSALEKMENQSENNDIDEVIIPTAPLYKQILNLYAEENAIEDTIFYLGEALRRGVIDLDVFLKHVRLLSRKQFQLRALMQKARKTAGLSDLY
#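 Compounds pinned into 10 uM Tsg101 binding domain, then 50 nM FITC-PTAP peptide added in pH 7.5 HEPES buffer; FP read after 20 min, room temperature. Total S+P intensity flags fluorescent compounds; active cut-off <25 µM, efficacy <60%.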
# * = called active by the depositor; ? = inconclusive; · = not tested or not shown; & = joins results of further samples; [ ] = dose if it differs, or a comment. The call rests on the fitted dose curve; in most records, active means well fitted curve in the direction sought with a large enough effect; inconclusive means small, poorly fitted or top-dose-only effect, or another doubt; inactive means no such curve, though single readings can be large; an effect the other way counts as inactive or inconclusive. An excerpt; rates above refer to the full screens.
SMILES | p53null 39C kill | NTMT1 inhibitor | GALK inh | FH mod | p53null 32C tox | B2AR arrestin ag | TSG101-PTAP inh
CC(C)c1ccc(NC(=O)c2cc(S(=O)(=O)NCCC3=CCCCC3)ccc2F)cc1 | -13.2% | 13.8% | -1.7% | ? | 46.9%[activator] | 0.2% | -5.1%
CC(=O)Nc1cccc(NC(=O)c2cc3c(=O)n4cccc(C)c4nc3n2C)c1 | 24.1% | -1.3% | -0.5% | 7.7% | 4.9% | 1.3% | -5.8%
CCc1cccc(NC(=O)Cn2nc(CC)n3c(cc4cc(C)ccc43)c2=O)c1 | ? | -4.1% | 4.4% | -12.0% | -2.8% | -4.2% | 1.8%
NS(=O)(=O)c1ccc(CCNC(=O)c2ccc3nc(CCc4ccccc4)oc3c2)cc1 | 1.6% | -6.9% | -5.7% | -18.8% | -0.2% | -1.3% | -6.0%
Fc1cccc(-c2nnn3c2nc(NC2CCCCC2)c2ccccc23)c1 | -17.1% | -26.3% | 5.4% | -16.6% | ? | 0.3% | -0.6%
CCCc1cc(=O)oc2cc(C)c3c(-c4ccccc4)coc3c12 | 9.2% | -18.6% | 8.2% | -21.2% | -5.2% | -0.6% | -7.2%
Cc1cc(=O)n(C(C)C(=O)N2CCCc3ccccc32)c2c1c(C)nn2-c1ccccc1 (centres undefined) | 64.5%[activator] | -6.7% | 1.2% | ? | 27.0% | 0.8% | 3.3%
Cc1ccc(S(=O)(=O)N2CCCc3cc(NC(=O)c4ccc(C(C)(C)C)cc4)ccc32)cc1 | -0.4% | ? | -1.9% | -22.4% | 10.3% | -0.7% | -0.6%
O=C(O)CCCC(=O)N1CCc2cc(S(=O)(=O)NCc3ccccc3)ccc21 | -7.9% | 3.5% | 8.0% | -7.5% | -0.4% | -0.2% | 0.4%
CCOc1ccc(CNC(=O)c2ccc(NC(=O)N3CCSc4ncccc43)cc2)cc1 | -7.2% | 4.4% | ? | -2.5% | -6.9% | 1.0% | -0.3%
COc1cc(OC)cc(N2C(=O)N(Cc3ccc(C(C)(C)C)cc3)c3ccccc3S2(=O)=O)c1 | 3.1% | -7.5% | -1.9% | -8.5% | -0.1% | -2.6% | 1.2%
COCCCNc1nc2c(-c3ccccc3)nnn2c2ccccc12 | -13.3% | -9.7% | 8.4% | -0.1% | -8.6% | -0.8% | 0.6%
NC(=O)c1nn2c(C(F)(F)F)cc(-c3ccc(Br)cc3)nc2c1Cl | 11.9% | -8.3% | 1.9% | -16.9% | -7.2% | -0.1% | -0.9%
O=C(CSc1nc2c(oc3ccccc32)c(=O)[nH]1)Nc1cccc(Cl)c1 | 10µM* | ? | ? | ? | 10µM* | 0.5% | 0.6%
Cc1ccc(CSc2nc(=O)c3c(C)cc(C)nc3n2C2CC2)cc1 | 71.0%[activator] | 8.4% | -0.2% | ? | 73.1%[activator] | 1.4% | 0.9%
CCOc1ccccc1Nc1ccc2cc(S(=O)(=O)N3CCCCC3)ccc2n1 | 7.9% | -1.3% | 4.9% | -24.3% | 4.9% | 0.9% | 0.2%
CCc1ccc(NC(=O)CSc2nc(-c3cccc(OC)c3)nc3c2Cc2c(CO)cnc(C)c2O3)cc1 | 1.7% | ? | 0.0% | -15.3% | -6.4% | -0.9% | -6.3%
CCOC(=O)c1c(C)n(-c2ccccc2)c2ccc(OC(=O)c3cccc(Cl)c3)cc12 | 21.1% | 17.8% | -0.5% | -8.9% | -4.3% | 1.2% | 1.6%
COc1ccc(OCC(=O)N(Cc2cccs2)c2ccc(OC)cc2)cc1 | -6.4% | -25.7% | -8.5% | 1.1% | -1.2% | -1.4% | -1.0%
CCOc1ccc2nc(Cl)c(C3CC(c4ccc(C)cc4)=NN3C(=O)CCC(=O)O)cc2c1 (centres undefined) | -11.2% | · | 0.0% | · | 2.4% | 0.4% | -6.6%
CCc1ccc(S(=O)(=O)c2cn(Cc3ccccc3F)c3cc(OC)c(OC)cc3c2=O)cc1 | -11.5% | 8.6% | 4.6% | -20.2% | 9.1% | -1.2% | -6.1%
Cn1nc(-c2ccc(C(=O)Nc3ccc(F)cc3)cc2)c2ccccc2c1=O | ? | ? | 1.7% | -4.1% | ? | -1.9% | -0.6%
CC(=O)c1cc(-c2ccccc2)n(CC(=O)Nc2ccc(C)c(C)c2)c1C | 20.7% | 6.6% | -0.8% | -0.9% | 1.1% | -2.0% | -0.9%
CCc1cccc(C)c1NC(=O)Cn1ncc2c3ccccc3n(Cc3ccccc3)c2c1=O | -22.9% | 12.5% | 6.6% | -3.5% | -6.1% | -3.0% | -1.1%
Cc1ccccc1OCC(=O)NCC(c1ccc(Cl)cc1)N1CCCCC1 (centres undefined) | -10.7% | -10.8% | 0.3% | -14.7% | -14.0% | -3.8% | 2.4%
O=C(Nc1nnc(N2CCCCCC2)s1)Nc1ccccc1C(F)(F)F | 13.9% | -1.8% | -1.6% | -11.0% | 1.6% | -1.4% | -2.2%
CC(C)c1ccc(NC(=O)CSC2=Nc3ccccc3C3=NC(CC(=O)NCCc4ccccc4)C(=O)N23)cc1 (centres undefined) | 39.4%[activator] | 0.9% | -0.5% | ? | 28.1% | 0.7% | -2.2%
Cc1nc(CC(=O)Nc2ccc(N(C)C)cc2)cs1 | -27.1% | -2.6% | 0.2% | 0.8% | -5.6% | -0.7% | -1.1%
COc1ccc(OC(=O)c2nc(SCc3ccccc3F)ncc2Cl)cc1 | 4.3% | -8.0% | 4.9% | -12.1% | 0.8% | -2.0% | -2.9%
Cc1ccc(C)c(NC(=O)CN2C(=O)CCc3cc(S(=O)(=O)N4CCCCC4)ccc32)c1 | 4.0% | -5.3% | -6.2% | -20.1% | 2.3% | 0.0% | 2.2%
Cc1ccc(CCNC(=O)c2ccc3c(=O)n(-c4ccc(C)cc4)c(=O)[nH]c3c2)cc1 | -12.8% | 7.5% | 6.6% | -3.2% | 0.8% | 0.3% | -1.5%
Cc1ccc2nc(-c3ccccn3)c(Nc3ccccc3C)n2c1 | ? | 9.0%&1.1% | 3.0% | ? | 28.0% | 8.8% | -5.9%
COc1ccc(-c2nc3sc(CCNS(=O)(=O)c4ccc(F)c(C)c4)c(C)n3n2)cc1 | 1.9% | 6.0% | -2.7% | -4.8% | 1.2% | -2.3% | -2.1%
COCCCNC(=O)c1ccc(Cn2c(=O)c3ccccc3n(Cc3ccc(C)cc3)c2=O)cc1 | -11.8% | 1.1% | -8.1% | 5.5% | -3.4% | -1.8% | 3.3%
COc1cc(-c2ccno2)ccc1S(=O)(=O)N1CCN(c2ccccc2)CC1 | 13.4% | -21.2% | 1.9% | -5.1% | -14.2% | -1.6% | -6.1%
CCS(=O)(=O)N1CCc2cc(C(=O)NCc3ccccc3Cl)ccc21 | 12.5% | 2.2% | 1.0% | -4.3% | 7.3% | -1.5% | 0.0%
O=C(Nc1cc(Cl)cc(Cl)c1)c1cc(S(=O)(=O)N2CCC3(CC2)OCCO3)ccc1F | -8.3% | -3.5% | -5.9% | ? | -18.8% | -1.6% | -7.9%
O=C(c1ccccc1)c1ccc2nc(N3CCN(c4ccccc4)CC3)c3nncn3c2c1 | -12.8% | 6.3% | -4.1% | -4.8% | 8.1% | -2.0% | 1.3%
COc1ccc(Nc2nc3c(S(=O)(=O)c4ccccc4)nnn3c3ccsc23)cc1OC | 1.7% | -1.7% | -0.2% | -1.6% | -4.5% | 0.6% | -2.1%
COc1ccc(OC)c(NC(=O)COCc2cc(-c3ccc(F)cc3)on2)c1 | -4.1% | -5.3% | 1.0% | -28.8% | 9.9% | -1.2% | -0.6%

# Record cards, as listed above. Values in the order: p53null 39C kill | NTMT1 inhibitor | GALK inh | FH mod | p53null 32C tox | B2AR arrestin ag | TSG101-PTAP inh
# Results for COc1ccc(-c2nc3sc(CCNS(=O)(=O)c4ccc(F)c(C)c4)c(C)n3n2)cc1 = 1.9% | 6.0% | -2.7% | -4.8% | 1.2% | -2.3% | -2.1%
# Results for Cc1ccc(C)c(NC(=O)CN2C(=O)CCc3cc(S(=O)(=O)N4CCCCC4)ccc32)c1 = 4.0% | -5.3% | -6.2% | -20.1% | 2.3% | 0.0% | 2.2%

# The listing continues.
SMILES | p53null 39C kill | NTMT1 inhibitor | GALK inh | FH mod | p53null 32C tox | B2AR arrestin ag | TSG101-PTAP inh
Cc1cccc(OCC(=O)Nc2ccc(OCc3cc(=O)n4cc(C)ccc4n3)cc2)c1 | -1.2% | 40.5%[activator] | -0.5% | -7.8% | 5.2% | 0.4% | 1.1%
COc1ccc(NC(=O)c2ccc3c(SCC(=O)O)c4c(nc3c2)CCCC4)c(OC)c1 | -7.7% | ? | 1.8% | -14.5% | -11.8% | -0.7% | -0.2%
Cc1nc2ccccc2n1CCc1nc2c3ccccc3nc(SCc3ccc(C#N)cc3)n2n1 | -6.4% | 14.9% | -1.7% | -5.0% | 1.6% | -1.8% | -13.1%
O=C(NCCc1ccccc1)C1COc2ccccc2C1 (centres undefined) | 2.0% | -12.5% | 0.5% | -14.4% | -1.8% | 2.5% | 1.7%
COc1ccc(NC(=O)C(=O)NCCc2csc3nc(-c4ccccc4C)nn23)cc1 | 7.9% | 6.9% | 1.6% | 6.0% | -5.8% | -2.2% | -1.1%
COc1cc(OC)c(NC(=O)NCCn2nnc3cc(S(=O)(=O)N(C)C)ccc32)cc1Cl | 22.0% | -6.1% | 0.4% | 6.0% | 5.5% | -0.1% | -5.4%
Cc1c(C(=O)NCCN(C)C)oc2c1-c1nn(Cc3cccc(Cl)c3)cc1CC2 | -5.5% | ? | 1.7% | -8.7% | 3.7% | 1.2% | -1.2%
Cc1ccc(CNC(=O)c2ccc3c(c2)nc2n3CCOC2)cc1 | -2.8% | 9.5% | -0.7% | -15.4% | -3.9% | 0.7% | 2.1%
Cc1ccc2occ(-c3cc(-c4ccc(Cl)cc4)nc4c3COc3ccccc3-4)c(=O)c2c1 | · | 8.0% | 9.0% | -20.8% | · | 0.4% | 1.8%
CC(C)c1ccc(C2=CC(c3cccc(Cl)c3)n3c(nc4ccccc43)N2)cc1 (centres undefined) | ? | 3.2% | -1.2% | 0.6% | 22.4µM* | 4.1% | -0.9%
CC(C)(C)OC(=O)N1CCC(c2c(C(=O)NCc3ccc(F)cc3)cnn2-c2ccc(F)cc2)CC1 | 3.3% | -12.3% | -0.3% | -22.4% | -0.1% | 1.0% | -2.0%
